From PubChem BioAssay
SENP1 inh: human SENP1 catalytic domain inhibitors, primary screen, biochemical, FRET, uHTS; inhibition, % at 10 µM; AID 624204, 2012; recombinant SENP1 catalytic domain, CyPet-SUMO1-YPet FRET cleavage; 360,000 tested, 0.21% active;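 active means inhibition at least 30% at 10 µM, raw YFP signal under a set limit, fluorescence ratio 0.5 to 1.5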;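 further: 0% = enzyme with DMSO and 100% = no enzyme wells; some results filed as inactive read as strong as hits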
Target sequence (Q9P0U3 419-644 limits assumed): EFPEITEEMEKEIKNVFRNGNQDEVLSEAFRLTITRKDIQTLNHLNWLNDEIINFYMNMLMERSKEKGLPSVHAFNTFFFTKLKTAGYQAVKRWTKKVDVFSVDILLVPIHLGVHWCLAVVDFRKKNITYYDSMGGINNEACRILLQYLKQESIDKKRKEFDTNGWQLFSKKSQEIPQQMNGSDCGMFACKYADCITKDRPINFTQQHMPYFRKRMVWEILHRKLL
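Test system: hSENP1 catalytic domain, recombinant; Amount: 20 pM final SENP1 enzyme; Medium: Tris pH 8 buffer plus EDTA, NaCl, BME, BSA, NP40, catalase; Schedule: 50 min enzyme reaction, room temperature, light-protected; Technique: FRET fluorescence in CFP and YFP emission channels; Controls: no-enzyme wells low, DMSO-plus-enzyme wells high control.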
The depositor's hits bear a star. Not all compounds are listed; rates above refer to the full screens.

Start of the data: the first four records, to show the layout:
SMILES	SENP1 inh
COc1ccc(NC(=O)c2cc(-c3cc(Cl)ccc3OC)n[nH]2)c(C)c1	0
Cc1ccc2nc(-c3ccccc3)c(Cc3cccc(F)c3)n2c1	0
CC1=C(O)c2ccccc2C(=O)C1=O	5
CN(C)C(=O)c1ccc(NC(=O)c2cccc(S(=O)(=O)N3CCN(Cc4ccccc4)CC3)c2)cc1	4

Results, repeating the preview:
SMILES	SENP1 inh
COc1ccc(NC(=O)c2cc(-c3cc(Cl)ccc3OC)n[nH]2)c(C)c1	0
Cc1ccc2nc(-c3ccccc3)c(Cc3cccc(F)c3)n2c1	0
CC1=C(O)c2ccccc2C(=O)C1=O	5
CN(C)C(=O)c1ccc(NC(=O)c2cccc(S(=O)(=O)N3CCN(Cc4ccccc4)CC3)c2)cc1	4
CCCN(CCC)S(=O)(=O)c1cc2c(cc1Br)CCN2C(=O)CC	1
O=C(Nc1cccc(C(=O)N2CCCC2)c1)C1CC1	-1
Cc1ccc(S(=O)(=O)Nc2c(C)n(C)n(-c3ccccc3)c2=O)cc1C(=O)OC(C)C(=O)c1ccccc1 (stereo not given)	-1
CCCCCCCCN1C(=O)[C@H](CC(=O)NCc2ccccc2)C[C@@]2(C(=O)OC)CCCCC=C12	1
COC(=O)C[C@H]1C=C[C@H](NC(=O)c2cccc(F)c2)[C@@H](CO)O1	-1
COC(=O)[C@]12CCCCC=C1N(Cc1cccc3ccccc13)C(=O)[C@H](CC(=O)N1CCN(C(=O)C3CC3)CC1)C2	4
CC(C)Oc1ccc(CN2CCC2(C)C(=O)Nc2cccc3cccnc23)cc1 (stereo not given)	-1
CCOc1ccc(CN(C)Cc2cc(=O)oc3c(C)c(C)ccc23)cc1OC	-1
O=C(C(=O)N1CCC(Cc2ccccc2)CC1)c1ccccc1Br	2
COc1ccc2c(c1)oc(=O)c1c3ccccc3[nH]c21	-15
COC(=O)c1nc(NC(=O)c2ccccc2Br)n[nH]1	0
CC(=O)N1CCC(C(=O)N2c3ccccc3N=C(c3ccc(C(F)(F)F)cc3)C2C(=O)NC(C)(C)C)CC1 (stereo not given)	8
O=C1[C@H](Cc2ccccc2)NCC=CC[C@H](c2ccco2)N1Cc1ccccc1	-4
CC(C)[C@@H]1Cc2[nH]c(=O)[nH]c(=O)c2[C@H](c2ccc(F)cc2)O1	-4
Cc1ccc(S(=O)(=O)N2C[C@H]3n4c(=O)ccc(=O)n4C[C@H](OC(=O)NCc4ccccc4F)[C@@]3(O)C2)cc1	-3
C[C@H](NC(=O)c1ncn2c1C(=O)NC[C@@H]2C)C(=O)OC(C)(C)C	0
COc1ccc(S(=O)(=O)N(C)C[C@H]2OCc3cnnn3CCCC(=O)N([C@H](C)CO)C[C@@H]2C)cc1	1
COc1ccc(N2CCN(C(=O)c3ccc(Cl)c(S(=O)(=O)N4CCOCC4)c3)CC2)cc1	2
NC(=O)C1(Nc2ccc([N+](=O)[O-])cc2)CCCC1	-2
C=CCn1c(SCC(=O)N(CC)c2c(N)n(Cc3ccccc3)c(=O)[nH]c2=O)nnc1-c1ccccc1OC	2
CS(=O)(=O)Nc1ccc(Br)cc1	0

Some of the entries above in a different format:
SMILES | SENP1 inh
C[C@H](NC(=O)c1ncn2c1C(=O)NC[C@@H]2C)C(=O)OC(C)(C)C | 0
COc1ccc(S(=O)(=O)N(C)C[C@H]2OCc3cnnn3CCCC(=O)N([C@H](C)CO)C[C@@H]2C)cc1 | 1

Next part.
SMILES	SENP1 inh
CC(NC(=O)Oc1cccc2ccccc12)c1ccccc1 (stereo not given)	-2
COc1c(O)ccc2c1CN1CCc3cc4c(cc3C1C2)OCO4 (stereo not given)	-113
COc1cccc(N2CCN(C(=O)c3ccc(Cl)c(S(=O)(=O)N4CCCCCC4)c3)CC2)c1	1
CC(C)c1cccc(-c2csc(C(C)(O)c3cccc(F)c3)n2)c1 (stereo not given)	2
O=C1c2ccccc2C(c2nnnn2-c2ccc3c(c2)OCCO3)N1Cc1ccc2c(c1)OCO2 (stereo not given)	0
Cc1cc2c(SCc3ccccc3Cl)nc(N)nc2nc1C	-35
Cc1ccc(S(=O)(=O)N2CCN(C(=O)CCC(=O)Nc3ccc(Br)c(C)c3)CC2)cc1	1
CC(=O)c1cccc(-c2ccc3c(c2)C(C)(Cc2ccccc2F)C(=O)N3)c1 (stereo not given)	-1
CCCCCCn1c(=O)n2n(c1=O)[C@@H]1CN(S(=O)(=O)c3ccc(C)cc3)C[C@]1(O)[C@@H](OC(=O)NCC1CCCCC1)C2	-2
CN(C)c1ccc(C=Cc2cnccn2)cc1	-33
CCCNC(=O)c1cc2c(c(-c3cccc(-c4cc5ccccc5o4)c3)n1)[C@@H](CCO)N(C(=O)NC(C)C)C2	0
Cc1noc(C)c1S(=O)(=O)N(C)C[C@H]1OCc2cn(nn2)CCCC(=O)N([C@H](C)CO)C[C@@H]1C	2
Cc1ncc([N+](=O)[O-])n1CC(=O)Nc1ccccc1Cl	2
Cc1[nH]nc2c(=S)[nH]c(=O)[nH]c12	1
CCOc1ccccc1C=NNC(=O)CCCCC(=O)NN=Cc1ccccc1OCC	-1
Cc1cc(O)c(C(C)C)cc1NC(=S)Nc1cc(C(C)C)c(O)cc1C	0
Cc1ccc(S(=O)(=O)N2CCC(=O)c3ccccc32)cc1	3
O=C(Cn1ccnc1[N+](=O)[O-])N(CCO)CCO	1
COc1cccc(Oc2c(C)oc3c(CN4CCOCC4)c(O)ccc3c2=O)c1	0
COc1cccc(/C=N/NC(=O)CNC(=O)C2COc3ccccc3O2)c1O (stereo not given)	-9
COc1cccc(N2CCc3c(C)nc4ccc(Cl)cc4c32)c1	-119
O=C(CSCC(=O)NC1CC1)Nc1ccc2ccccc2c1	-1
Cc1ccc(C(NC(=O)C2CCN(CCOc3ccc(Cl)cc3)CC2)c2ccccn2)cc1 (stereo not given)	1
CCC(c1nnnn1-c1c(C)cccc1C)N1CCN(C/C=C/c2ccccc2)CC1 (stereo not given)	-1
C=CS(=O)(=O)N(Cc1ccccc1)[C@H](CO)CC(C)C	1

Not a retest: entries from further up.
SMILES	SENP1 inh
COc1cccc(N2CCc3c(C)nc4ccc(Cl)cc4c32)c1	-119
O=C(CSCC(=O)NC1CC1)Nc1ccc2ccccc2c1	-1
Cc1ccc(C(NC(=O)C2CCN(CCOc3ccc(Cl)cc3)CC2)c2ccccn2)cc1 (stereo not given)	1
CCC(c1nnnn1-c1c(C)cccc1C)N1CCN(C/C=C/c2ccccc2)CC1 (stereo not given)	-1
C=CS(=O)(=O)N(Cc1ccccc1)[C@H](CO)CC(C)C	1

Carrying on.
SMILES	SENP1 inh
c1ccc(COc2ncnc3c2ncn3CCCNCc2cccs2)cc1	1
COc1ccc(CCNC(=O)Cn2c(=O)n(Cc3ccco3)c(=O)c3ccc(Cl)cc32)cc1OC	1
NC(=O)NN=C1CCN2CCCc3cccc1c32	-54
CC(=O)Oc1ccccc1C(=O)C=Cc1cccc([N+](=O)[O-])c1	3
O=C(O)C1CCCN1c1nc(Cl)ccc1[N+](=O)[O-] (stereo not given)	-33
NC(=O)c1nc2c([nH]c1=O)CCCC2	-7
C=CCn1c(C)cc(-c2csc(NC)n2)c1C	12
COc1ccc(S(=O)(=O)N2CCC(C(=O)NCCc3ccc(OC)c(OC)c3)CC2)cc1	3
CN(C)c1ccc(/C=C2\c3ccccc3C(=O)N2c2ccccc2)cn1	-26
O=C(NC1CCCCC1)C1c2ccccc2OCC(=O)N1Cc1cccnc1 (stereo not given)	0
O=C1CC[C@@H](C(=O)N2CSC[C@@H]2C(=O)Nc2ccc(C(F)(F)F)cc2)N1	-1
O=C(NCc1ccccc1)C(c1ccccc1)n1c(-c2ccccn2)nc2ccccc21 (stereo not given)	-11
COCCCNC(=O)C[C@@H]1C[C@@]2(C(=O)OC)CCCCC=C2N(Cc2cccc3ccccc23)C1=O	2
Cc1cc(-c2ccccc2)nc(Nc2nc3c(C)cccc3c(=O)[nH]2)n1	2
CCN(CC(=O)Nc1ccccc1OC)C(=O)CSCC(=O)Nc1cccc(C)c1	2
Nc1nc(N)c2c(n1)CN(Cc1ccc(Cl)cc1)C2	-14
COc1ccc(NC(=O)C2(C)CCCN2C(=O)C(C)C)cc1OC (stereo not given)	1
Cc1cc(F)ccc1-c1cc(C(=O)NCc2cccc(C(F)(F)F)c2)[nH]n1	3
COCCNc1nc(Oc2ccc(Cl)c(Cl)c2)c2sccc2n1	0
CC(=O)OCC(=O)C1(O)CCC2C3CCC4CC(O)CCC4(C)C3C(=O)CC21C (stereo not given)	2
COc1ccc(-c2nc3c4ccccc4ccn3c2Cc2ccccc2C(F)(F)F)cc1OC	-62
C[C@@H]1CN([C@@H](C)CO)C(=O)CCCn2nncc2CO[C@@H]1CN(C)C(=O)C1CCCCC1	0
OC(c1ccccc1)c1ccccc1CN1CCCNC1=S (stereo not given)	-2
CCCCCc1c(-c2ccc(Cl)cc2)ncn1CCc1ccccc1OC	1
CN(C)C(=O)c1cccc(-c2cnc3c(NC=O)cc(-c4ccccc4F)cn23)c1	-15
(cont.)
SMILES	SENP1 inh
COc1cccc(C(C(=O)NCc2ccccc2)N2CCN(C(=O)C3CCCO3)CC2)c1OC (stereo not given)	2
COc1ccc(C(=C(CC(=O)O)C(=O)OC(C)(C)C)c2cc(OC)c(OC)c(OC)c2)cc1OC	0
O=C(NCc1cccnc1)OC1CC2CC1[C@H]1CCCCN1C2=O (stereo not given in full)	1
COc1ccc(-c2csc(C(C)(NC(C)=O)c3ccc(OC)cc3)n2)cc1 (stereo not given)	0
O=C(c1cccs1)N1C[C@@H](O)[C@H](n2cc(-c3ccc(F)cc3)nn2)C[C@@H]1c1ccccc1	1
Clc1ccc(C=Cc2ccccn2)cc1	0
OC1(c2ccccc2)CC(c2ccccc2)c2ccccc2O1 (stereo not given)	3
C#CCOCCOCCOCCNc1nc(N2CCN(C(=O)[C@H](C)n3cc(CCC(=O)O)nn3)CC2)nc(N2CCN(C(=O)[C@H](C)n3cc(CCC(=O)O)nn3)CC2)n1	0
O=C(N=C1SC2CS(=O)(=O)CC2N1Cc1ccccc1)C1CC1 (stereo not given)	1
C[C@@H](NC(=O)[C@@H]1CCCN1C(=O)[C@@H]1CCCN1)c1ccccc1	2
COc1ccc([C@H]2N[C@]3(CCCN(Cc4ccc(C(F)(F)F)cc4)C3=O)[C@H]3C(=O)N(Cc4ccccc4)C(=O)[C@@H]23)cc1	0
O=c1ccoc2ccccc12	4
CC(C)[C@H](NC(=O)OC(C)(C)C)c1cc(C(=O)NCCc2c[nH]c3ccccc23)c(N)s1	-7
O=C1NC[C@@H](CCCCN2CCN(CCc3ccc(O)cc3)C(=O)C2=O)N(Cc2ccccc2)C1=O	3
CC1=C(C(=O)N2CCCCCC2)CC(CC(=O)NC2CCCCC2)C(=O)N1CCC1=CCCCC1 (stereo not given)	-2
CCc1nc2c(OCC(=O)C(C)(C)C)cccn2c1N(C)C(=O)c1ccccc1F	-5
O=C(OCc1ccccc1)N(CCF)c1cn(Cc2ccccc2)c(=O)n(Cc2ccccc2)c1=O	1
CC1(C)Cc2cccc(OCC(=O)OCC(=O)Nc3ccc(S(N)(=O)=O)cc3)c2O1	1
CCOC(=O)C1=NN(C(=O)Cc2ccccc2)C(O)(C(C)(C)C)C1 (stereo not given)	0
O=c1[nH]nc(Br)c(=O)n1C(c1ccccc1)c1ccccc1	2
COC(=O)c1ccccc1COc1cccn2c(N(C)CC3CC3)c(C)nc12	-18
COC1=CC(=O)C=C(OC)C1=O	-1
Cc1oc(-c2cccs2)nc1CNC[C@H]1O[C@@H](n2cnc(C(N)=O)n2)[C@H](O)[C@@H]1O	0
CCOC(=O)c1cc2ccccc2n1C1CCN(C)CC1	0
COc1ccc(CN(C)CCCn2cnc3c(SC)ncnc32)cc1OC	1

Reformatted as a markdown table: part of the list above
| mol | SENP1 inh |
| --- | --- |
| COc1ccc(-c2csc(C(C)(NC(C)=O)c3ccc(OC)cc3)n2)cc1 (stereo not given) | 0 |
| O=C(c1cccs1)N1C[C@@H](O)[C@H](n2cc(-c3ccc(F)cc3)nn2)C[C@@H]1c1ccccc1 | 1 |
| Clc1ccc(C=Cc2ccccn2)cc1 | 0 |
| OC1(c2ccccc2)CC(c2ccccc2)c2ccccc2O1 (stereo not given) | 3 |

Remaining list, next part:
SMILES	SENP1 inh
COc1ccc(C(C(=O)NC2CCCC2)n2c(CSCCOc3ccccc3)nc3ccccc32)cc1 (stereo not given)	3
O=C(O)C=Cc1c[nH]c2nccnc12	2
NC(=O)NC(CC(=O)OCC(=O)Nc1nnc(-c2ccccc2)o1)c1ccc(Cl)cc1 (stereo not given)	0
CN(N=Nc1nc[nH]c1C(N)=O)C1CCCCC1	-2
COC(=O)C[C@@H]1C[C@@H]2c3cc(NS(=O)(=O)c4ccc(F)cc4)ccc3O[C@@H]2[C@H](CO)O1	-3
CC1ON=C(c2ccccn2)N(Cc2ccc(S(C)(=O)=O)cc2)C1=O (stereo not given)	1
CC1=C(C(=O)N(C(C)C)C(C)C)CC(CC(=O)NCc2cccc3ccccc23)C(=O)N1CCC1=CCCCC1 (stereo not given)	1
CC(C)C[C@H]1CN([C@@H](Cc2ccc(O)cc2)CN2CCC[C@@H]2CN2C(=O)C(=O)NC[C@@H]2Cc2ccccc2)C(=O)C(=O)N1CC1CCCCC1	2
C[C@H](CO)N1C[C@H](C)[C@H](CN(C)S(=O)(=O)c2cn(C)cn2)OCc2cnnn2CCCC1=O	0
CCCCn1nnc(N(C(=O)c2cccs2)C(=O)c2cccs2)n1	4
COc1ccc(/C=C2\C(=O)NC(=S)N2C(=O)c2ccc(F)cc2)cc1	-27
Cn1c(=O)cc(OCCCC(=O)Nc2cccc(Cl)c2)c2ccccc21	1
